EBNA-1 inh = blocks EBNA-1 binding to DNA; inhibition, % at 14.8 µM; 300,000 compounds, 0.34% hits; EBNA-1 DNA binding, fluorescence polarization; in the data active means inhibition above about 28%
ZTA counter = ZTA (EBV) inhibition in EBNA-1 counter-screen; P03206; inhibition, % at 11 µM; 320,000 compounds, 0.15% hits; ZTA-DNA binding, fluorescence polarization; in the data active means inhibition above about 33%
LYPLA2 counter = LYPLA2 (human) inhibition in PME1 counter-screen; O95372; recombinant LYPLA2, FP-Rh probe fluorescence polarization; inhibition, % at 5.9 µM; 320,000 compounds, 0.38% hits;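 active means inhibition above the screen-wide mean plus 3 SD, limit set per campaign, cut at about 26% in these data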;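 further: 0% = LYPLA2 with DMSO and 100% = wells lacking LYPLA2 enzyme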
Target sequence (O95372 whole entry, looked up): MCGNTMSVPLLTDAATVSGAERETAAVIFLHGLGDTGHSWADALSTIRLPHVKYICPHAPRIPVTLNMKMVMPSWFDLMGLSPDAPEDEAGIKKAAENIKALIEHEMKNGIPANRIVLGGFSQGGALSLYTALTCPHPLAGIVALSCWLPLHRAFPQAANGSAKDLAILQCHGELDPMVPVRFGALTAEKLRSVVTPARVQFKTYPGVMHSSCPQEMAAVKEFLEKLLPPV
PAFAH1B3 FP inh = PAFAH1B3 (human) inhibition; recombinant PAFAH1B3, FP-rhodamine probe, fluorescence polarization; inhibition, % at 3.39 µM; 340,000 compounds, 0.28% hits; AID 492972;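 active means inhibition above the screen-wide average of all tested compounds plus 3 SD, cut at about 25% in these data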;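 further: 0% = enzyme with DMSO only and 100% = wells lacking PAFAH1B3 protein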
Target sequence (Q15102 whole entry, looked up): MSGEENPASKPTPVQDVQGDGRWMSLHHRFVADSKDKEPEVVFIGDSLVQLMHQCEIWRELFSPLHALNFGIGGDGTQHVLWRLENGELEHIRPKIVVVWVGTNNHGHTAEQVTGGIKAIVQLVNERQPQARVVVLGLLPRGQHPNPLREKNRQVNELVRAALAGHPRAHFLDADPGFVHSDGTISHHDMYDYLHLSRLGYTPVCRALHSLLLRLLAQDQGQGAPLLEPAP
PREPL inhibitor = inhibitors of human prolyl oligopeptidase-like enzyme PREPL; 320,000 compounds, 0.68% hits; inhibition, % at 5.96 µM; recombinant PREPL, fluorescence polarization activity-based probe; Q4J6C6; in the data active means inhibition above about 43%;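 further: 0% = enzyme with DMSO and 100% = wells lacking enzyme; many of its hits are not listed in these tables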
LYPLA1 inh = counter-screen for PME1 inhibitors: inhibitors of human LYPLA1. recombinant LYPLA1, FP-Rh probe fluorescence polarization. O75608. 320,000 compounds, 0.16% hits. inhibition, % at 5.9 µM;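 active means inhibition above the mean of all tested compounds plus 3 SD, set per campaign, cut at about 14% in these data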;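 further: inhibitors block serine hydrolase probe labeling of LYPLA1 so polarization falls; 0% = enzyme with DMSO and 100% = wells lacking LYPLA1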
Target sequence (O75608 whole entry, looked up): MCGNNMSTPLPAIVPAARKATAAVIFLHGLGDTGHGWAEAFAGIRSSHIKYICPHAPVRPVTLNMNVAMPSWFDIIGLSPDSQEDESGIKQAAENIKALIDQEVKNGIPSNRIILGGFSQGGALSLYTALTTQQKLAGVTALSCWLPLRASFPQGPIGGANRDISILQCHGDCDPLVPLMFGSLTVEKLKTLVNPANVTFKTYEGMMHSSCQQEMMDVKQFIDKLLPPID
PAFAH2 FP inh = inhibitors of human PAFAH2; AID 492956; inhibition, % at 3.39 µM; Q99487; 340,000 compounds, 0.99% hits; recombinant PAFAH2, FP-rhodamine activity probe, fluorescence polarization;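 active means inhibition above the mean over all tested compounds plus 3 SD, cut at about 30% in these data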;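 further: inhibitors block probe labeling of enzyme so polarization drops; 0% = enzyme with DMSO and 100% = wells lacking PAFAH2 protein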
GSTO1 inh = blocks human GSTO1 in RBBP9 counter-screen; inhibition, % at 5.96 µM; 300,000 compounds, 1.1% hits; recombinant GSTO1, activity-based probe fluorescence polarization; P78417;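 active means inhibition above the campaign mean inhibition plus 3 SD, cut at about 35% in these data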;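 further: 0% = GSTO1-1 with DMSO and 100% = wells lacking GSTO1-1 enzyme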
Target sequence (P78417 whole entry, looked up): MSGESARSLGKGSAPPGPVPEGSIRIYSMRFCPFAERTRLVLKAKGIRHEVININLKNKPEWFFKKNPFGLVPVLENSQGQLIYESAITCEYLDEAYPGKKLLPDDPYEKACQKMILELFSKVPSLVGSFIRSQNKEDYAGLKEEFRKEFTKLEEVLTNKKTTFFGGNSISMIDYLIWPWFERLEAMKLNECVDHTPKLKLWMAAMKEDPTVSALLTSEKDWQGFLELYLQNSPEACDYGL
PAD4 FP inh = inhibitors of human PAD4 | 330,000 compounds, 0.41% hits | recombinant PAD4, RCA probe fluorescence polarization | inhibition, % at 6.36 µM | Q9UM07;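 active means percent inhibition above a cutoff equal to the mean of all tested compounds plus 3 SD, cut at about 15% in these data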;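 further: 0% = PAD4 with RCA probe and DMSO and 100% = probe without PAD4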
Active calls of the source: *; · = no result given. An excerpt (hit frequency here may not be typical).

SMILES	EBNA-1 inh	ZTA counter	LYPLA2 counter	PAFAH1B3 FP inh	PREPL inhibitor	LYPLA1 inh	PAFAH2 FP inh	GSTO1 inh	PAD4 FP inh
CCCOc1ccc(NC(N)=O)cc1OCCC	8.7	7.8	0.6	6.0	0.6	-1.8	-1.8	-1.1	0.6
COc1cccc(OC)c1C(=O)Nc1ccc(S(=O)(=O)Nc2ncccn2)cc1	-6.1	7.6	-3.5	5.2	-1.7	-0.4	-1.1	0.9	0.7
COC(=O)c1c(NC(=O)CN2CCC3(O)CCCCC3C2c2ccc(OC)cc2OC)sc(C)c1C (stereo unspecified)	-0.6	-4.9	-9.1	0.5	17.1	-4.2	8.6	6.2	-3.9
COc1ccc(/C=C/C(=O)c2ccc(C)c([N+](=O)[O-])c2)cc1O	-3.4	-6.5	-1.2	4.0	6.9	1.5	1.4	7.3	-1.7
CSc1ccc(C(=O)C2CCCN(C(=O)c3cccc(N4CCOCC4)c3)C2)cc1 (stereo unspecified)	-1.2	1.0	-2.1	4.1	36.6	-0.2	3.5	2.7	4.1
CSc1nc(/C=C2\C=Nc3ccccc32)c(O)n1C	-1.0	-5.1	0.8	-0.3	33.7	3.2	1.5	10.4	2.4
Cc1nc(-c2ccccc2)sc1C(=O)O	10.2	-1.9	22.9	14.0	2.8	4.5	1.6	-0.1	1.6
COc1ccc(NC(=O)CN2CCN(c3c(C)cc(C)cc3C)CC2)cc1	-4.9	-3.8	-1.9	-4.2	15.0	-1.5	5.1	-0.6	-1.3
CCN(CCCNC(=O)CNC(=O)c1nn(-c2ccc(OC)c(OC)c2)c(=O)c2ccccc12)c1ccccc1	-11.9	11.8	-1.9	3.4	20.1	-0.6	0.5	-2.4	-3.9
O=C(NNC1=NS(=O)(=O)c2ccccc21)c1ccc([N+](=O)[O-])cc1	-2.6	-4.5	-3.6	3.2	-0.1	-2.3	7.2	-3.5	0.0

The closing five entries of the section before come first, to join the parts.
SMILES	EBNA-1 inh	ZTA counter	LYPLA2 counter	PAFAH1B3 FP inh	PREPL inhibitor	LYPLA1 inh	PAFAH2 FP inh	GSTO1 inh	PAD4 FP inh
CSc1nc(/C=C2\C=Nc3ccccc32)c(O)n1C	-1.0	-5.1	0.8	-0.3	33.7	3.2	1.5	10.4	2.4
Cc1nc(-c2ccccc2)sc1C(=O)O	10.2	-1.9	22.9	14.0	2.8	4.5	1.6	-0.1	1.6
COc1ccc(NC(=O)CN2CCN(c3c(C)cc(C)cc3C)CC2)cc1	-4.9	-3.8	-1.9	-4.2	15.0	-1.5	5.1	-0.6	-1.3
CCN(CCCNC(=O)CNC(=O)c1nn(-c2ccc(OC)c(OC)c2)c(=O)c2ccccc12)c1ccccc1	-11.9	11.8	-1.9	3.4	20.1	-0.6	0.5	-2.4	-3.9
O=C(NNC1=NS(=O)(=O)c2ccccc21)c1ccc([N+](=O)[O-])cc1	-2.6	-4.5	-3.6	3.2	-0.1	-2.3	7.2	-3.5	0.0
COCCNc1nnc(SCC(=O)NC(=O)c2ccccc2OC)s1	10.3	9.3	-2.5	4.8	-5.5	-2.6	5.0	2.9	-0.9
CCOC(=O)/C(C#N)=C\N(C)C	-7.4	-1.2	1.8	5.3	8.8	-1.6	-0.8	-5.5	0.2
CCN(C(=O)c1ccccc1Cl)c1ccccc1	-20.1	-4.1	-5.3	2.9	4.2	-5.5	6.8	-3.6	-1.3
CSc1sc(C(=O)O)c2c1C(=O)CCC2	-2.7	-18.1	7.7	-1.2	-11.4	1.9	2.5	-1.2	-3.1
O=C(COC(=O)c1ccc(Br)o1)Nc1cccc(S(=O)(=O)N2CCOCC2)c1	·	·	·	10.1	14.9	·	6.7	·	-8.7
O=C(CCC1CCCCC1)NCCN1CCOCC1	-3.5	-5.6	3.1	5.4	1.2	1.5	-3.0	3.2	-1.6
COC(=O)c1sccc1NC(=O)Nc1ccc(OC)c(OC)c1	8.0	20.6	0.1	2.5	3.0	2.0	-0.8	3.9	1.8
COc1cc(NC(=O)CCC2CCCC2)cc(-n2cnnn2)c1	-1.9	-4.2	-6.4	2.3	0.8	-5.4	0.2	-6.0	-6.5
O=C1C=C(O)c2cccc3cccc1c23	-2.1	9.0	-0.2	5.6	0.7	-1.2	9.4	6.7	0.2
Cc1ccccc1OCC(=O)N(Cc1nc(-c2ccccc2)no1)C(C)C	1.3	-1.2	-2.5	-9.1	-12.6	-1.4	-6.2	0.9	2.0
CCn1c(-c2cccnc2)n[nH]c1=S	8.1	5.0	0.4	1.1	0.5	1.4	0.1	4.7	-2.4
Cc1c(CNCC(C)c2ccccc2)c(C(=O)O)c(C)n1Cc1ccccc1 (stereo unspecified)	-4.3	-4.5	-3.4	6.5	2.2	0.5	-2.1	0.2	-8.6
CCOCCCNC(=O)C(c1ccccc1)N(Cc1ccc2c(c1)OCO2)C(=O)c1ccccc1O (stereo unspecified)	1.3	-4.5	-6.5	6.9	0.5	-4.3	-2.7	-6.3	2.4
C[C@@]12CCC3[C@@](CCC4[C@@]3(C)CCC[C@@]4(C)C(=O)N3CCCCC3)(CC1=O)C2 (stereo partly specified)	·	2.0	-2.5	-9.2	0.8	1.2	2.6	·	-0.2
NCCCC[C@@H]1NC(=O)[C@H](CCC(=O)O)NC(=O)c2cc([N+](=O)[O-])cc(I)c2OCC[C@@H](C(N)=O)NC1=O	7.1	9.3	2.0	-3.8	0.8	1.4	1.2	-42.4	-1.3
CCN1CCN(c2cc(C)c3cc(NC(=O)CCC(=O)N4CCN(c5ccccc5OC)CC4)ccc3n2)CC1	1.3	-5.8	1.0	-1.3	6.1	-2.1	10.8	-0.9	1.5
CN1CCN(C(=O)CSc2nc(-c3cccs3)cc(-c3cccs3)c2C#N)CC1	6.0	7.7	-0.7	5.7	4.5	-7.2	19.1	0.5	0.9
Cc1nn(C(C)C(=O)NCCCN(Cc2ccccc2)C(C)C)c(=O)c2c1sc1ccccc12 (stereo unspecified)	11.4	5.1	7.4	3.8	-2.5	1.7	-5.9	6.8	0.5
COc1cc(CNc2nc3c(C)cc(C)cc3s2)ccc1O	-0.4	11.3	-1.1	9.9	3.7	-0.5	5.1	3.8	-0.4
CC1CCCN(S(=O)(=O)c2ccc(C(=O)Nc3nnc(-c4ccccc4Cl)o3)cc2)C1 (stereo unspecified)	3.2	-5.0	3.5	11.2	0.1	0.2	-1.1	-3.5	-1.9
Cc1cc(=O)n2nc(N3CCCC(C(=O)NCc4ccco4)C3)sc2n1 (stereo unspecified)	-3.7	16.2	-0.6	6.2	-0.3	0.2	3.9	-0.7	0.8
COc1ccccc1C(=O)NCCC(=O)NCc1cccs1	1.5	-8.1	-4.2	5.2	6.9	-0.4	2.4	8.3	2.6
N#Cc1cc(O)c(-n2nnc3ccccc32)cc1C#N	-9.7	-24.3	3.2	-0.9	4.3	1.8	2.5	1.2	-5.4
C/[N+]([O-])=C\C1C(=O)CCCC1=O	3.1	-2.3	-5.3	1.9	-3.0	-2.1	3.8	-2.4	4.6
CCCCS(=O)CC(COCc1ccccc1)OC(=O)CSc1nc(C)cc(C)n1 (stereo unspecified)	2.3	0.2	-3.4	-2.1	15.6	-1.6	2.2	-0.3	5.0
O=C1CC[C@@H](C(=O)N2CSC[C@H]2C(=O)O)N1	6.7	-0.3	2.8	2.7	-13.9	3.7	-17.0	4.5	1.6
CCC1SC(CC)C(=O)N(CC(=O)Nc2ccc3c(c2)OCO3)C1=O (stereo unspecified)	-0.6	0.4	-1.5	8.7	-7.2	-2.4	-7.4	-2.4	-4.0
CC(C)(C)C(=O)NC(=S)Nc1cc(C(F)(F)F)ccc1N1CCOCC1	-3.2	-19.8	3.0	12.7	2.5	-1.9	4.4	7.4	4.0
CC(Oc1cccc(Cl)c1)C(=O)Nc1cc(=O)n(C)c(=O)n1C (stereo unspecified)	10.0	-2.5	0.0	1.9	4.3	-1.6	5.0	0.7	-3.4
O=C(CSc1nnc(CNc2ccc(F)cc2)n1-c1ccccc1)N1CCOCC1	-7.3	-7.8	-3.2	2.8	4.1	-0.5	1.3	7.1	-5.0
CCOC(=O)c1cccc(NC2c3ccccc3C(=O)N2Cc2ccco2)c1 (stereo unspecified)	4.3	1.7	-0.5	2.3	15.3	-0.4	-5.6	2.7	-0.2
Cc1ccc(SCCC(=O)NCC2CCCO2)cc1 (stereo unspecified)	-10.2	-13.4	-1.1	6.2	10.8	-1.3	-1.0	-2.7	-3.5
c1ccc(-n2nnc3cnccc32)cc1	-7.3	3.0	5.0	7.5	-0.3	-0.3	-4.2	9.8	-1.4
CCC(=O)Nc1ccc(NC(=O)c2ccc3c(c2)OCO3)cc1	-10.6	4.2	8.8	1.6	13.1	8.8	6.6	-2.3	3.6
COc1ccc(OC)c(S(=O)(=O)NCCS(=O)(=O)N2CCN(c3ccccc3)CC2)c1	-8.0	-14.6	5.8	7.8	-29.1	1.1	5.6	9.4	3.8
COc1ccc(/C=N/n2c(C)nc3ccccc3c2=O)cc1	-4.9	3.1	-0.7	7.2	-3.4	-0.5	-10.1	3.5	1.1
Cc1cc(C)nc(NC(=O)CSc2nn(C)c(=S)s2)n1	-4.8	-10.6	1.1	10.9	9.4	0.3	-1.5	1.7	0.0
COc1ccc(N2CCN(C(=O)CCCC(=O)c3ccccc3)CC2)cc1	-15.4	-8.7	10.5	0.5	0.0	4.8	9.9	-0.8	0.1
Cn1c(=O)c2nc3ccccc3nc2n(C)c1=O	-7.6	7.7	8.7	9.8	3.9	3.7	2.2	7.6	-2.1
O=C(NCCCNC(=O)c1cccnc1)c1ccc(Cl)cc1	3.5	-3.0	-7.0	8.6	-3.6	-0.9	3.4	-0.1	-1.2
Cc1ccc(Cl)cc1NC(=O)C1CCCN(S(C)(=O)=O)C1 (stereo unspecified)	-2.6	-2.5	-0.5	3.7	-6.8	-1.5	3.9	1.0	2.8
O=C(C[C@@H]1C/C=C\CC[C@H](Cc2ccc(F)cc2)C(=O)OC[C@@H](Cc2ccccc2)NC1=O)NCCO	·	·	·	12.0	38.6	·	2.4	·	-3.2
Cc1c(NC(=S)N/N=C/c2cc([N+](=O)[O-])ccc2O)c(=O)n(-c2ccccc2)n1C	-7.6	-20.2	4.6	25.1	15.4	4.2	23.3	22.7	1.0
O=C(O)C1C2C=CC(C2)C1C(=O)Nc1ccc(C(=O)N2CCCCC2)cc1 (stereo unspecified)	6.1	4.2	-2.5	-5.6	5.8	-3.1	1.1	3.7	2.6
Cc1c(NCc2ccccc2O)c(=O)n(-c2ccccc2)n1C	-17.1	24.9	2.9	0.9	10.5	2.2	2.8	6.0	-8.5
CCN1CCN(c2c(Cl)cccc2NC(=O)c2cc3ccccc3o2)CC1	-2.3	3.6	-5.8	1.8	-7.7	-7.5	4.5	-1.1	0.9
CC(=O)OCC1OC(OC(C)=O)C(NC(=O)c2cccnc2)C(OC(C)=O)C1OC(C)=O (stereo unspecified)	8.4	13.2	-2.8	1.1	15.6	-2.7	-1.6	4.2	1.1
CN(c1ccc(C(=O)Nc2ccc(Cl)cn2)cc1)S(=O)(=O)c1ccccc1	-10.1	-0.7	1.0	2.4	-16.7	-3.3	2.4	8.7	-6.5
CCOc1ccccc1NC(=O)c1ccc(S(=O)(=O)N(C)C)cc1	13.2	-4.2	7.8	5.8	9.2	-1.3	-5.0	-0.7	0.2
O=C(COC(=O)c1cccc2ccccc12)NCCCc1ccccc1	7.2	-8.1	2.5	2.3	-20.5	-0.9	0.2	0.7	-2.2
c1ccc(Cn2ncc3c(NCc4ccco4)ncnc32)cc1	-7.8	-13.5	6.2	-1.7	-1.0	5.1	0.8	-2.8	-7.6
CCOc1ccc(S(=O)(=O)N2CCCCC2)cc1NS(=O)(=O)c1cccs1	·	8.2	2.0	7.0	-2.9	-2.1	9.4	·	1.0
